Compound activity (PubChem BioAssay)
BioA inh: blocks M. tuberculosis BioA enzyme activity | purified M. tuberculosis BioA enzyme, plate reader | inhibition, % at 9.99 µM | actives 0.096% (n = 360,000) | AID 602481; in the data active means inhibition above about 40%
Rv3671c inh: inhibits the M. tuberculosis serine protease Rv3671c. P9WHR9. inhibition, % at 5.96 µM. actives 0.048% (n = 320,000); in the data active means inhibition above about 38%;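 further: extracellular domain of Rv3671c used as enzyme; 0% = enzyme with DMSO and 100% = no enzyme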
3CLpro inhibitor: SARS-CoV 3CLpro protease inhibition | P0C6X7 | recombinant SARS-CoV 3CLpro, quenched FRET peptide cleavage | inhibition, % at 6 µM | actives 0.14% (n = 290,000); in the data active means inhibition above about 12%
FBA Mtb inh: inhibits M. tuberculosis FBA enzyme; P9WQA3; purified M. tuberculosis FBA, fluorescence read-out; inhibition, % at 1 µM; actives 2.3% (n = 360,000); in the data active means inhibition above about 27%;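 further: 0% = vehicle and 100% = reference inhibitor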
Target sequence (P9WQA3 whole entry, looked up): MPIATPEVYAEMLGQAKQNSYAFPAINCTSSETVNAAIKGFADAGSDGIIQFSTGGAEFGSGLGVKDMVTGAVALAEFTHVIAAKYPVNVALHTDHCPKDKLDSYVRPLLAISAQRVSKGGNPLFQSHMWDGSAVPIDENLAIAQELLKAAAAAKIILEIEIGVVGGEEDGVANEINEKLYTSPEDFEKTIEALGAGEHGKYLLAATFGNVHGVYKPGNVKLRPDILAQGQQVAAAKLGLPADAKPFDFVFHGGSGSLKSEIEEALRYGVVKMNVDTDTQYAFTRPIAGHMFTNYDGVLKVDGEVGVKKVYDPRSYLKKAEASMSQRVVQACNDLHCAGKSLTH
DUSP3 inh: blocks human VHR1 dual specificity phosphatase; recombinant VHR phosphatase, pNPP absorbance; inhibition, % at 13.3 µM; actives 0.52% (n = 290,000); AID 1654; in the data active means inhibition above about 50%; further: some compounds called inactive have numbers as strong as hits
Target sequence (P51452 whole entry, looked up): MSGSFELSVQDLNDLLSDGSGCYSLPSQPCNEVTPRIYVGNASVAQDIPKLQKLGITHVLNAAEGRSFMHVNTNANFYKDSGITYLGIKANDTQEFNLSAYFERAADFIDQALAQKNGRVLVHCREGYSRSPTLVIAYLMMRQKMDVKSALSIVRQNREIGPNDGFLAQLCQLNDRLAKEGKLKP
MazEF act: activators of E. coli MazEF toxin-antitoxin RNase; FAM/BHQ RNA-DNA oligo cleavage fluorescence, 5 h; actives 0.32% (n = 350,000); activation, % at 20 µM; AID 504720; P0AE70; in the data active means activation above about 50%
Target sequence (P0AE70 whole entry, looked up): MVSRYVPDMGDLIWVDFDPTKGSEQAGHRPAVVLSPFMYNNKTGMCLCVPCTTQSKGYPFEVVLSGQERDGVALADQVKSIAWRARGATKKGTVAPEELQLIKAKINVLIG
GDH-TPI counter: GDH-TPI coupled enzyme inhibition counter-screen; GDH-TPI coupled enzyme counterscreen, NADH absorbance; inhibition, % at 4.8 µM; actives 1.2% (n = 360,000); AID 588335; in the data active means inhibition above about 30%;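 further: 0% = DMSO wells and 100% = wells lacking the enzyme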
Mtb UGM inh: blocks M. tuberculosis UGM enzyme; inhibition, % at 10 µM; actives 0.06% (n = 320,000); P9WIQ1; purified UGM, fluorescence polarization probe displacement; in the data active means inhibition above about 10%, passing the limit was not always enough
Target sequence (P9WIQ1 whole entry, looked up): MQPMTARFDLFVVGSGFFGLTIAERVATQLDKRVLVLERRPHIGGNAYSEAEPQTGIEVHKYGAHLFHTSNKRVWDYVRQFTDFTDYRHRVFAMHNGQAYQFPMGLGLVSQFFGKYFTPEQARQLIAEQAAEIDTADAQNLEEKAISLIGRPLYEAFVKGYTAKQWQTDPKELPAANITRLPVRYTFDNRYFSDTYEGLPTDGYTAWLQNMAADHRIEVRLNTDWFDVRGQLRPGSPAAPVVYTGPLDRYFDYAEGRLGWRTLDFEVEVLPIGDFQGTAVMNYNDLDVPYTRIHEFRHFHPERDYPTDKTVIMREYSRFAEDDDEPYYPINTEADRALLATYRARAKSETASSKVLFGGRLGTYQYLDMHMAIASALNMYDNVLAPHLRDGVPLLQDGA
BH1578 lux ind: quorum light induction in luxS cqsA deficient V. cholerae | V. cholerae BH1578 lux reporter, luminescence, 6 h | activation, % at 18.7 µM | actives 0.16% (n = 350,000) | AID 588436; in the data active means activation mostly above about 9.7%, no sharp cut-off; further: not every result past the cut was called active; inactives centre near 0; reference of the scale not given here
PriA SSB inh: inhibitors of Klebsiella pneumoniae PriA binding to SSB C-terminal tail | AlphaScreen SSBct-PriA binding, biotinylated peptide | inhibition, % at 33 µM | actives 0.6% (n = 430,000); in the data active means inhibition mostly above about 37%, no sharp cut-off; inactive means mostly below about 20%;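 further: plate controls were negative control peptide for no effect and reference peptide for full effect; strong numbers were not always called active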
Starred values were filed as active, the others as inactive; i = inactive; . = not tested or not shown.

SMILES | BioA inh | Rv3671c inh | 3CLpro inhibitor | FBA Mtb inh | DUSP3 inh | MazEF act | GDH-TPI counter | Mtb UGM inh | BH1578 lux ind | PriA SSB inh
CSc1snnc1-c1ccccc1 | . | 2 | -1 | 2 | 12 | -2 | 3 | 3.9 | -0.3 | -18
CN1CC[C@@]2([C@@]34CCN(C)C3Nc3ccccc34)c3ccccc3NC12 (some centres undefined) | -0.4 | -7 | . | 1 | . | 7 | 1 | 2.4 | -0.2 | -2
COc1ccc(C(CC(=O)Nc2cc([N+](=O)[O-])ccc2OC)c2ccccc2)cc1 (centres undefined) | -0.4 | 8 | 4 | -2 | 9 | 11 | 11 | -1.6 | -4.1 | 13
COc1cc(CNCc2ccccc2)c(Br)cc1OC1CCCC1 | 0.6 | 4 | -1 | -1 | 19 | 1 | 6 | 0.2 | -0.3 | -19
C=C1C[C@@H]2[C@H](CC[C@]3(C)C(=O)CC[C@@H]23)[C@@]2(C)C=CC(=O)C=C12 | . | 6 | 6 | . | 30 | . | . | -1.2 | . | .
COc1ccc(OC)c(S(=O)(=O)NCCC(C)C)c1 | -0.1 | 3 | 3 | 2 | 20 | 4 | 0 | -1.7 | 0.5 | -16
CN1CCN(CC(=O)Nc2nc3c(s2)CCCC3)CC1 | -0.4 | 4 | 3 | 2 | 2 | 2 | 9 | -4.8 | 0.2 | -9
COc1ccc(-c2nnc3sc(COc4ccccc4)nn23)cc1 | -0.1 | -8 | 3 | 5 | 41 | 8 | -8 | 0.5 | -14 | -20
Cc1cc(Br)ccc1SCC(=O)OCC(=O)NC(C)c1ccccc1 (centres undefined) | . | -8 | -2 | 2 | -10 | -8 | 6 | -0.6 | -0.2 | -27
CCC(=O)Nc1ccc(C(=O)NNC(=O)COc2cc(C)ccc2C)cc1 | . | -9 | 6 | -2 | -2 | 1 | 7 | 0.8 | -0.2 | -1
Cc1ccc(NC(=O)[C@@H]2CCCN2S(=O)(=O)c2ccccc2F)cc1S(=O)(=O)N1CCOCC1 | . | -8 | -5 | 1 | -1 | 4 | 7 | 1.5 | -0.3 | -3
COC(=O)C(C)NC(=S)N1CCN(c2c(F)cc3c(=O)c(C(=O)O)cn(C4CC4)c3c2OC)CC1C (centres undefined) | . | -2 | 3 | 30* | 17 | 3 | 27 | -2.7 | -0.7 | -7
CSc1nc(NC(C)(C)C)nc(Oc2ccc(=O)n(C)n2)n1 | -0.4 | 4 | -2 | -6 | -5 | -7 | 10 | -0.2 | 0.4 | -6
Cc1ccc(C)c(S(=O)(=O)N2CCN(c3nc(-c4cccnc4)nc4ccccc34)CC2)c1 | -5.0 | -25 | . | 1 | . | -38 | 1 | -2.1 | i | 3
C/C(=N/NS(=O)(=O)c1cccc([N+](=O)[O-])c1)c1ccc2c(c1)OCO2 | 0.3 | . | 2 | 0 | 27 | -22 | 6 | -1.5 | -0.4 | .

Some values from the results shown.
Mtb UGM inh, CCC(=O)Nc1ccc(C(=O)NNC(=O)COc2cc(C)ccc2C)cc1 : 0.8
Mtb UGM inh, C/C(=N/NS(=O)(=O)c1cccc([N+](=O)[O-])c1)c1ccc2c(c1)OCO2 : -1.5
BioA inh, COc1ccc(OC)c(S(=O)(=O)NCCC(C)C)c1 : -0.1

Next results follow.
SMILES | BioA inh | Rv3671c inh | 3CLpro inhibitor | FBA Mtb inh | DUSP3 inh | MazEF act | GDH-TPI counter | Mtb UGM inh | BH1578 lux ind | PriA SSB inh
CC(=O)C1C(=O)C=C(c2cccs2)CC1c1ccccc1 (centres undefined) | 2.9 | 5 | 0 | 0 | -4 | -15 | 23 | -2.1 | -0.5 | -24
CC(C)(C)NC(=O)C(c1ccncc1)N(C(=O)CNC(=O)c1ccco1)c1ccc(F)cc1 (centres undefined) | -1.7 | -1 | -1 | 2 | -4 | 9 | -6 | -0.6 | -1.6 | 0
Cc1cccc(NC(=O)C(CCC(N)=O)NC(=O)OCc2ccccc2)c1 (centres undefined) | 0.7 | -5 | 1 | -1 | -2 | 4 | -4 | 0.0 | -0.2 | -12
CCOc1ccc(NS(=O)(=O)c2ccc(Cl)c(C(=O)N(C)Cc3cccnc3)c2)cc1 | -2.5 | -10 | . | -2 | . | -11 | 5 | -2.6 | i | -1
COC(=O)c1cc(C(=O)OCC(=O)Nc2cc(C)on2)cc([N+](=O)[O-])c1 | -1.8 | -1 | -2 | -1 | 18 | 5 | 4 | -1.0 | i | 7
CCc1ccc(NS(=O)(=O)c2ccc3[nH]cc(C(=O)N4CCc5ccccc54)c(=O)c3c2)cc1 | . | -101 | 6 | -1 | -4 | -4 | 17 | 0.3 | -0.6 | 4
CN1CCN(C(=O)C2=C[C@H](C(C)(C)C)C[C@H](OCCCCO)O2)CC1 | -1.0 | -8 | 4 | 0 | 16 | 9 | -4 | 2.1 | -0.9 | -9
Cn1nc(-c2ccc(C(=O)N3CCN(Cc4ccccc4)CC3)cc2)c2ccccc2c1=O | -3.7 | 1 | 1 | 5 | 16 | -7 | -5 | 2.0 | i | 1
COc1cccc(CN(C)C(=O)c2cc(-c3cccs3)nc3ccccc23)c1 | -1.1 | -5 | 6 | 25 | 37 | 2 | 5 | 2.6 | i | -20
Cn1c(SCc2ccc(Cl)cc2)nnc1C1CC1 | . | 1 | 1 | 4 | 10 | 1 | 1 | 3.1 | 1.6 | -11
CNC(=O)c1nnn(-c2ccccc2)c1C(=O)NC | -3.3 | -15 | -4 | 4 | 25 | -2 | -7 | 0.8 | -0.4 | -7
O=C(NCC(O)COc1ccc([N+](=O)[O-])cc1)c1ccccc1 (centres undefined) | 7.8 | -3 | 0 | -3 | 31 | 4 | 6 | -0.1 | -0.3 | -5
O=C(O)c1ccc(C2SCC(=O)N2Cc2ccco2)cc1 (centres undefined) | 0.4 | 14 | 2 | -1 | 13 | 12 | -8 | -1.2 | -0.3 | 5
COc1cccc(C(=O)Nc2cc([N+](=O)[O-])ccc2N2CCN(C)CC2)c1 | 0.0 | 10 | 4 | 2 | 2 | -16 | 25 | -0.7 | i | 1
CN(Cc1ccccc1F)C(=O)C1CCCN(C(=O)c2ccc(Cl)cc2)C1 (centres undefined) | 2.7 | . | . | -1 | . | 0 | 1 | . | 5.0 | 1
Cc1nc(SCC(=O)Nc2ccc(CN3CCCC3)cc2)c2c(C)c(C)sc2n1 | 1.2 | 0 | . | -1 | . | 12 | 8 | -0.2 | i | 12
OC(c1cccc(Cl)c1)c1ncc(-c2cccc3ccccc23)[nH]1 (centres undefined) | -0.2 | . | . | 37* | . | . | 7 | . | i | .
O=C(COC(=O)c1ccncc1)Nc1cccc2ccccc12 | -1.0 | 11 | . | -2 | . | 2 | 1 | -1.9 | -11 | 5
O=C(Nc1cccc(C(=O)O)c1)/C(=C\c1ccc2c(c1)OCO2)NC(=O)c1ccccc1Br | -0.4 | . | . | -1 | . | 0 | 36* | . | i | .
CCOc1ccc(CNc2ncc(-c3ccccc3)n2C)cc1 | 2.4 | 3 | -6 | 1 | 5 | 4 | 9 | 0.3 | -0.3 | 0
O=S(=O)(c1cnc[nH]1)N1CCN(c2ccccc2)CC1 | -0.7 | -4 | 0 | -1 | 29 | 8 | 8 | 1.0 | -0.1 | 0
COCCn1c(-c2ccc(OC)cc2)nc2oc3cc(OC)ccc3c(=O)c2c1=O | 6.2 | -5 | -1 | 10 | 37 | 6 | 19 | 2.8 | -0.2 | -7
O=C(Cc1c[nH]c2ccccc12)NCC(=O)Nc1ccc(F)c(F)c1F | 5.0 | 0 | . | -2 | . | 2 | -8 | 0.4 | i | 7
CCc1ccc(NC(=S)NC2CC3CCC(C2)N3Cc2ccco2)cc1 (centres undefined) | 35 | 5 | 2 | 1 | 11 | 13 | 0 | 0.3 | i | -4
O=C(Nc1ccccc1)/C(=C/c1cccc(Br)c1)NC(=O)c1ccco1 | . | -9 | 1 | 0 | -4 | 3 | 3 | -0.7 | i | -4
CCOC(=O)C1=C(O)/C(=C/c2ccc(OCC(=O)O)c(OC)c2)SC1=Nc1ccc(OCC)cc1 | . | -34 | 3 | -2 | -1 | 8 | 17 | -2.8 | -0.7 | -2
COc1ccc(CNC(=O)CSc2nc(SC)ns2)cc1 | -0.1 | 8 | -1 | 0 | 4 | 7 | -1 | 1.0 | i | -1
O=C(Cc1ccccc1)Nc1ccc(CN2CCOCC2)cc1 | 0.6 | -7 | -7 | -1 | 24 | 3 | -5 | 2.2 | i | -11
CCCCc1c(C)nc(N2CCCC2)[nH]c1=O | . | 8 | 1 | 2 | 24 | 8 | -9 | -1.9 | -0.4 | -8
CCN(CC)c1ccc(NC(=O)CCc2nnc3ccc(N4CCCCC4)nn23)c(C)c1 | 0.8 | -7 | -3 | 0 | 57* | 4 | 14 | . | -0.4 | 17
Cc1cc(C)cc(OCC(=O)NC2=NCCS2)c1 | . | -2 | -3 | 4 | -4 | 0 | 0 | -0.1 | -0.3 | -9
Cc1onc(-c2ccccc2)c1C(=O)N/N=C/c1ccc([N+](=O)[O-])c(O)c1 | 0.6 | -5 | -5 | -4 | -19 | 2 | 19 | 2.7 | i | .
N#CCSc1nnc(Nc2ccccc2)s1 | . | -11 | 0 | 0 | 3 | -1 | 19 | 2.5 | -0.3 | 2
S=c1[nH]nc(-c2cccnc2)n1Cc1ccccc1 | . | -11 | 2 | -6 | -23 | -8 | -1 | 0.6 | i | 1
O=C(CSc1nnc(-c2ccco2)o1)NCCc1ccccc1 | 1.2 | -1 | . | 0 | . | 1 | 0 | -1.2 | i | -6
O=C(Nc1ccncc1)c1ccccc1F | 0.7 | -3 | -3 | 1 | -4 | 11 | 0 | -3.2 | -0.6 | -21
COc1cccc(N=CC2=C(O)CCCC2=O)c1 | . | 2 | 2 | -3 | 20 | -4 | 13 | -0.1 | i | -10
CC(C)C/C(O)=C/c1nc2cc(Cl)ccc2oc1=O | -0.9 | -5 | 7 | -3 | -2 | -1 | 7 | -1.2 | -0.6 | .
Cc1ccc(C(C(=O)NC2CCCC2)N(C(=O)c2csnn2)c2cccc(F)c2)o1 (centres undefined) | -0.5 | 1 | -1 | 3 | 34 | 2 | -4 | -0.7 | -4.8 | -17
COc1ccc(NC(=O)/C=C/C(=O)O)c(OC)c1 | 0.9 | -4 | -2 | 2 | 25 | 7 | -4 | 0.0 | -0.2 | 16
CSc1cccc(NC(=O)c2sc3nc4n(c(=O)c3c2C)CCC4)c1 | -3.1 | -8 | 4 | 0 | -4 | 14 | -6 | 1.0 | i | 5
c1csc(-c2nnc(COc3ncnc4sccc34)o2)c1 | 1.1 | 11 | -2 | 4 | -15 | 12 | 6 | -0.1 | -0.3 | -13
Cc1cc(Br)ccc1NC(=O)CN(C)C(=O)C1CCN(C(=O)c2ccc(F)cc2)CC1 | 0.4 | 2 | . | 1 | . | -1 | -5 | -1.3 | i | -5
CC(NC(=O)CN1CCN(c2cccc(Cl)c2)CC1)c1ccccc1 (centres undefined) | 0.2 | 2 | 4 | 2 | 5 | 6 | 14 | -0.3 | i | -2
CCSc1ccccc1C(=O)N1CCCC1 | . | 1 | -7 | 1 | 19 | 6 | 0 | 2.6 | -2.5 | -1

Reprinted from the part before: 2 compounds, followed by the next part.
SMILES | BioA inh | Rv3671c inh | 3CLpro inhibitor | FBA Mtb inh | DUSP3 inh | MazEF act | GDH-TPI counter | Mtb UGM inh | BH1578 lux ind | PriA SSB inh
CC(NC(=O)CN1CCN(c2cccc(Cl)c2)CC1)c1ccccc1 (centres undefined) | 0.2 | 2 | 4 | 2 | 5 | 6 | 14 | -0.3 | i | -2
CCSc1ccccc1C(=O)N1CCCC1 | . | 1 | -7 | 1 | 19 | 6 | 0 | 2.6 | -2.5 | -1
O=C(CSCc1ccc(F)cc1)Nc1nc2c(s1)CCCC2 | . | 1 | 0 | 1 | 38 | -16 | -2 | 2.0 | 3.1 | 5
C=CCNC(=O)C1CC(=O)N(c2ccc(OCC(=O)Nc3ccc(C)cc3)cc2)C1 (centres undefined) | -2.7 | -1 | 2 | 2 | 46 | 0 | 10 | 1.0 | -1.7 | 13
CCc1cccc(CC)c1NC(=O)COC(=O)CCc1cc(OC)c(OC)c(OC)c1 | . | -9 | 4 | 1 | -5 | -3 | 3 | . | -0.3 | -15
CCOC(=O)C1CCCN(C(=O)C2CCN(Cc3nc(-c4ccc(Cl)cc4)oc3C)CC2)C1 (centres undefined) | . | . | . | 1 | . | -6 | 13 | . | -0.8 | 0

These rows are one share of the data, so the mix of outcomes need not match the whole.
